Assay outcomes: PubChem BioAssay, Sanford-Burnham Center for Chemical Genomics
mIAP activ: mouse IAP activation | activation factor at 10 µM | AID 2805 | muIAP, CDP-Star luminescence, 30 min; stronger effect = higher value; 1 = vehicle-only enzyme signal, 0 = enzyme-free wells | actives 0.24% (n = 330,000);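 active means activation factor of at least 2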; further: the source names both 10 and 20 µM as test concentration; values of inactives mirror those of a sister screen read the other way
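Assay system: mouse IAP enzyme; reagent: chemiluminescent substrate CDP-Star; dosing: test compounds delivered from DMSO solution; schedule: 30 min at room temperature; measured by: luminescence from enzymatic CDP-Star hydrolysis; controls: DMSO-only wells and no-enzyme negative control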
A3G deaminase: inhibitors of human APOBEC3G DNA deaminase | Q9HC16 | recombinant A3G, ssDNA deamination FAM/TAMRA fluorescence | actives 0.28% (n = 330,000) | inhibition, % at 20 µM;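 active means inhibition of at least 40% at 20 µM, with no more than 30% in the related APOBEC3A deaminase screen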;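 further: plate controls were DMSO wells with A3G for no effect and wells lacking A3G enzyme for full effect; some compounds called inactive have numbers as strong as hits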
Target sequence (Q9HC16 whole entry, looked up): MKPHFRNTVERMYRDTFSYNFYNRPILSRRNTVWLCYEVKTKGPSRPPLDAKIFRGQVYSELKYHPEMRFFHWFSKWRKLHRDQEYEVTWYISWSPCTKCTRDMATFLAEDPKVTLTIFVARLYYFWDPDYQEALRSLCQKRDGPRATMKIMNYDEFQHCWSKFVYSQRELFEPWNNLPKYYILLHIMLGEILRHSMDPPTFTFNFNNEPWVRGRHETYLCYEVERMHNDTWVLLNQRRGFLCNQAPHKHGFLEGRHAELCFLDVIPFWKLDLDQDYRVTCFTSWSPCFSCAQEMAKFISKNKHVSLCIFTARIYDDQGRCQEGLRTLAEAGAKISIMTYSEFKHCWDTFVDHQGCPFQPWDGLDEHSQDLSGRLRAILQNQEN
hIAP inh: human IAP inhibition | P09923 | purified IAP, CDP-Star luminescence, 30 min | inhibition, % at 10 µM | actives 0.12% (n = 330,000);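 active means inhibition reaching a set limit with compound at 10 µM in the primary screen, cut at about 35% in these data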;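 further: plate controls were DMSO wells with enzyme for no effect and no-enzyme buffer wells for full effect; values of inactives mirror those of a sister screen read the other way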
beta cell repl: induces beta-cell replication in MIN6 cells; MIN6 cells proliferation, ATPlite luminescence, 48 h; cells starved in 0.2% serum; 100% = growth in 10% serum; proliferation, % at 10 µM; actives 0.29% (n = 330,000);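 active means compounds whose signal lies at least 3.5 SD above the mean of all wells on their plate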;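 further: 0% = DMSO-treated cells in low-serum medium and 100% = 10% serum control; some compounds called inactive have numbers as strong as hits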
A3A deaminase: inhibitors of human APOBEC3A DNA deaminase | P31941 | recombinant A3A, FAM/TAMRA ssDNA deamination fluorescence | inhibition, % at 20 µM | actives 0.41% (n = 330,000) | AID 493011;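 active means at least 40% inhibition at 20 µM here, with at most 30% in a related deaminase screen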;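 further: plate controls were A3A with DMSO for no effect and wells lacking A3A enzyme for full effect; some results filed as inactive read as strong as hits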
Target sequence (P31941 whole entry, looked up): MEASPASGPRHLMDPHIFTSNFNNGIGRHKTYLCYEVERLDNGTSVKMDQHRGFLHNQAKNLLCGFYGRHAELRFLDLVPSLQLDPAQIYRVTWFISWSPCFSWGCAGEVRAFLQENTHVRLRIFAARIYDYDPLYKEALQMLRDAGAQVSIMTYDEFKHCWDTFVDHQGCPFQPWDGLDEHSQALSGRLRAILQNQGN
MPTP inh: blocks calcium-induced mitochondrial swelling; isolated mouse mitochondria, Ca2+ swelling absorbance, 30 min; inhibition, % at 10 µM; actives 1.4% (n = 360,000); AID 602449;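 active means inhibition of 50% or more, scaled per plate between neutral and stimulator controls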;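 further: 0% = DMSO wells given calcium and 100% = 1 mM EGTA wells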
ATG4B inhibitor: inhibitors of human ATG4B cysteine protease | Q9Y4P1 | AID 504462 | actives 0.51% (n = 340,000) | inhibition, % at 8.33 µM | ATG4B cleavage of LC3-PLA2, NBD-HPC fluorescence, 1 h; in the data active means inhibition above about 40%
Target sequence (Q9Y4P1 whole entry, looked up): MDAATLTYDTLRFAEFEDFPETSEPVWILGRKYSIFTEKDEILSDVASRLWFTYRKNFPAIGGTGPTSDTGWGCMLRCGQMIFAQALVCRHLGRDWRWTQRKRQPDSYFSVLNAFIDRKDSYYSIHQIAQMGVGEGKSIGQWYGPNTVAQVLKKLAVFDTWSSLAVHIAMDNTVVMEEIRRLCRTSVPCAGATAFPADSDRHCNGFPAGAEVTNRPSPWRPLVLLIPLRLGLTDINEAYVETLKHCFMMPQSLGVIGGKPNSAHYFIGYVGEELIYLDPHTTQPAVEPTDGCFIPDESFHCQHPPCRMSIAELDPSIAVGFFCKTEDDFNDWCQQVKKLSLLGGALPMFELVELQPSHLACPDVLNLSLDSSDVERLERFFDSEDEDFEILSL
hIAP activ: human IAP activation. AID 2524. P09923. purified human IAP, CDP-Star luminescence, 30 min; stronger effect = higher value; 1 = vehicle-only enzyme, 0 = enzyme-free background. actives 0.16% (n = 330,000). activation factor at 10 µM;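 active means activation factor of the enzyme at least 2-fold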; further: the source names both 10 and 20 µM as test concentration; values of inactives mirror those of a sister screen read the other way
mIAP inh: mouse IAP inhibition; purified mouse IAP, CDP-Star luminescence, 30 min; inhibition, % at 10 µM; actives 0.2% (n = 330,000);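 active means inhibition of at least 40% at 10 µM in the primary screen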;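 further: plate controls were DMSO with enzyme for no effect and no enzyme wells for full effect; values of inactives mirror those of a sister screen read the other way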
* marks the source's active call; other numbers are inactive results. No enrichment for hits. Share with any hit: about 3.3%.

Second line of a record – mIAP activ	A3G deaminase	hIAP inh	beta cell repl	A3A deaminase	MPTP inh	ATG4B inhibitor	hIAP activ	mIAP inh
C/C(=N\NC(=S)NC(C)C)c1ccc(C(C)(C)C)cc1
  0.95	-4	-10	-7	-2	1.2	-3	1.1	5
CC(c1ccccc1)N(C)CC(=O)NC(=O)NCCC1=CCCCC1 (configuration not stated)
  0.93	-6	-4	-3	0	-0.2	2	1	7
C/C(=N/NC(=O)C1COc2ccccc2O1)c1ccc(Br)s1 (configuration not stated)
  0.97	-7	10	-1	0	-0.9	-3	0.91	2
O=C(CCn1nc(-c2ccc(Cl)cc2)ccc1=O)NCCCN1CCCCCC1
  1	-2	-16	1	1	-0.4	-23	1.2	0
Cc1cc(NC(=O)c2ccco2)sc1C
  0.88	-4	-2	-3	-3	0.1	-4	1	12
COc1ccc(CCNS(=O)(=O)c2ccc(-n3cnnn3)cc2)cc1OC
  1	-9	-7	-5	-4	-1.7	-8	1.1	-5
CC1=C(C(=O)Nc2ccccc2)C(c2ccncc2)C(C#N)=C(SCC(=O)NC2CC2)N1 (configuration not stated)
  0.95	-11	13	8.3*	-6	-3.1	-9	0.87	5
Cc1ccc(C(=O)c2ccc(N3CCN(C)CC3)c([N+](=O)[O-])c2)cc1
  0.83	-4	18	-1	4	0.6	3	0.82	17
CN(C)C(=O)CSc1nc(SCC(=O)N(C)C)n(-c2ccccc2)n1
  1	-5	-13	1	-3	0.5	0	1.1	-2
COc1ccc(Cn2nnnc2C(c2ccc3ncccc3c2)N2CCN(C3CCCCC3)CC2)cc1 (configuration not stated)
  1	-11	6	1	-2	0.2	-7	0.94	-2

In the list so far, two have an aryl methoxy group:
Second line of a record – mIAP activ	A3G deaminase	hIAP inh	beta cell repl	A3A deaminase	MPTP inh	ATG4B inhibitor	hIAP activ	mIAP inh
COc1ccc(CCNS(=O)(=O)c2ccc(-n3cnnn3)cc2)cc1OC
  1	-9	-7	-5	-4	-1.7	-8	1.1	-5
COc1ccc(Cn2nnnc2C(c2ccc3ncccc3c2)N2CCN(C3CCCCC3)CC2)cc1 (configuration not stated)
  1	-11	6	1	-2	0.2	-7	0.94	-2

The list goes on.
Second line of a record – mIAP activ	A3G deaminase	hIAP inh	beta cell repl	A3A deaminase	MPTP inh	ATG4B inhibitor	hIAP activ	mIAP inh
CCOc1ccc(CN(C)C(=O)CCN2C(=O)c3ccccc3C2=O)cc1OC
  1.1	2	-9	0	-4	1.6	2	1.1	-11
COc1cc(CCC(=O)OCC(=O)Nc2nc(C)c(Cl)cc2Cl)cc(OC)c1OC
  0.99	-5	-16	-1	-2	-0.5	-2	1.2	1
CCOC(=O)c1cnc(Cc2ccccc2)[nH]c1=O
  0.99	-1	-1	-2	-1	-0.1	2	1	1
O=C1CCC(=O)c2oc3ccccc3c2N1
  0.97	-6	6	0	-5	0.7	4	0.94	3
COc1ccc(N(CC(O)Cn2c(C)nc3ccccc32)S(=O)(=O)c2ccc(C)cc2)cc1 (configuration not stated)
  1.1	1	-15	0	6	2.0	-3	1.2	-12
O=C(NCCC1=CCCCC1)C(=O)NCC(c1ccco1)N1CCN(c2ccc(F)cc2)CC1 (configuration not stated)
  1.1	-1	3	0	1	3.9	-11	0.97	-6
Cc1ccc(C)n1CCN1CCN(C(=O)CSc2nc3ccccc3nc2N2CCOCC2)CC1
  1	-3	9	-1	-5	-1.4	0	0.91	0
CCNc1nc(NCC)n2c(SCC(=O)Nc3ccc(CC)cc3)nnc2n1
  1	49*	-2	2	3	-1.8	3	1	-1
CCCCC(=O)Nc1ccc(NC(=O)c2ccc([N+](=O)[O-])cc2Cl)cc1OC
  0.97	-5	-12	0	-1	-1.2	0	1.1	3
c1ccc2[nH]c(-c3cnco3)cc2c1
  0.99	-7	10	-1	-5	1.0	-6	0.9	1
O=C(CC1NCCNC1=O)OCCCc1ccccc1 (configuration not stated)
  0.97	-2	-4	0	1	-0.2	1	1	3
CCOC(=O)c1cnc2c(C#N)c(C)nn2c1-c1ccccc1
  1.2	-16	2	-3	-4	0.8	-14	0.98	-16
Cc1[nH]c2ccccc2c1CN1CCC(Cc2ccccc2)CC1
  0.99	-2	-3	-7	3	7.0	-17	1	1
Cn1c(N)c(C(=O)COC(=O)c2ncc(Cl)c(Cl)c2Cl)c(=O)n(C)c1=O
  0.98	-8	5	-5	0	-1.2	-8	0.95	2
COc1cccc(NC(=O)NCc2ccccc2F)c1
  1.2	0	-2	-3	0	2.5	18	1	-18
CCOc1cc(/C=N/Nc2cc(C)nc(-n3nc(C)cc3C)n2)ccc1O
  1.1	-2	-68	-7	7	0.9	-3	1.7	-8
O=C(Cn1ncc2c(=O)oc3ccccc3c21)NCCCN1CCCC1=O
  0.95	-7	10	6	-5	-3.2	5	0.9	4
O=C(CSCc1ccc(Br)cc1)NC1CC1
  1.1	-8	6	2	-2	-0.9	-9	0.94	-7
O=C(c1ccco1)N1CCN(S(=O)(=O)c2cccc(Cl)c2)CC1
  0.96	-2	-14	-1	1	-0.7	0	1.1	4
O=c1c2ccccc2nc(-c2ccccc2)n1Cc1ccco1
  0.91	1	5	-2	-1	0.0	5	0.95	9
CCC(C)[C@H]1COCCS(=O)(=O)N1Cc1ccc(Br)cc1 (some centres not stated)
  0.93	-3	0	-4	-2	-0.7	-5	1	7
COc1cccc(CN2CCNC(=O)C2CC(=O)NCCc2cccc(C)n2)c1OC (configuration not stated)
  1.1	-5	9	-1	-2	0.9	-11	0.91	-6
Cc1ccc2c(c1)[nH]c1c(N3CCN(Cc4ccccc4)CC3)ncnc12
  1.7	-6	-33	-4	-2	68*	62*	1.3	-70
CN(C)S(=O)(=O)c1ccc(Cl)c(NC(=O)CN2C(=O)NC(C)(C3CC3)C2=O)c1 (configuration not stated)
  1	6	10	-3	10	1.9	-6	0.9	-2
CC(=O)NNc1nc(-c2ccc(NC(C)=O)cc2)cs1
  0.91	-6	15	-2	-1	1.2	-4	0.85	9
NCCc1nnc(SCC(=O)c2ccc(Cl)cc2)o1
  1	-10	-30	-2	-4	1.1	-5	1.3	-3
O=C(c1cccc(S(=O)(=O)N2CCOCC2)c1)N1CCN(C/C=C/c2ccccc2)CC1
  0.99	-9	8	5	-5	0.1	-7	0.92	1
COc1ccc(CNC(=O)Oc2ccccc2)cc1Cl
  1.2	4	21	-2	2	-3.2	2	0.79	-15
O=C(Nc1nc(-c2ccccc2)c(-c2ccccc2)s1)c1ccc(S(=O)(=O)N2CCCC2)cc1
  0.87	-6	-5	-3	1	3.5	-2	1.1	13
CC(C)NS(=O)(=O)c1ccc(OCC(=O)Nc2cccc(F)c2)cc1
  1	-11	13	1	-2	-0.5	-4	0.87	-2
O=C(N1CCOCC1)C1(c2ccc(Cl)cc2)CCCC1
  0.91	-9	-18	-3	0	-0.8	-10	1.2	9
O=C1C2ON(c3ccccc3)C(c3cccnc3)C2C(=O)N1Cc1ccccc1 (configuration not stated)
  0.85	1	-13	0	0	2.4	1	1.1	15
CC(C)CCN(C(=O)CNC(=O)c1ccco1)C(C(=O)NC1CCCCC1)c1ccco1 (configuration not stated)
  1.1	-1	-1	1	0	-2.2	-10	1	-12
COc1ccccc1-c1nnc(SCC(=O)N2CCC(C)CC2)o1
  1.1	-8	-3	-2	-2	0.9	0	1	-5
CCCN(CCC)S(=O)(=O)c1ccc(C(=O)NNc2nc(-c3ccccc3)c3cc(Br)ccc3n2)cc1
  0.98	-2	1	-1	3	5.1	10	0.99	2
O=C(Nc1ccc(F)cc1)OCCN1CCN(Cc2ccccc2)CCC1=O
  1.3	-16	-6	-5	-4	17	-2	1.1	-31
N/C(=N\OC(=O)CCC1CCCC1)c1ccccc1
  0.9	-1	15	-2	0	0.3	5	0.85	10
O=C1C(Cc2ccccc2)NC(=S)N1Cc1ccccc1 (configuration not stated)
  0.96	-2	1	0	-1	2.1	-12	0.99	4
COC(=O)c1ccc(Nc2cc(C)nc3ccc(C)cc23)cc1
  0.9	-9	-18	-4	-2	8.8	-4	1.2	10
COc1ccccc1NC(C)C(=O)N/N=C/c1ccccc1OCc1cccc(Br)c1 (configuration not stated)
  1.2	-1	8	-6	1	11	11	0.92	-18
COc1ccccc1NC(=O)COC(=O)c1ccc2ccccc2n1
  1.2	-8	-11	-2	-4	-0.6	-5	1.1	-21
COc1ccc(-c2c(C#N)c(N)nc3c2CCCCCC3)cc1OC
  1.1	-8	16	1	-4	1.1	-11	0.84	-11
COc1ccccc1CCNC(C)CCc1ccc(O)cc1 (configuration not stated)
  1.1	-6	-22	1	-3	0.0	-2	1.2	-6
Cc1nc2c(ccc3nc(NC(=O)Cc4cccc5ccccc45)sc32)s1
  1.1	-7	10	-6	1	1.3	-10	0.9	-6
CC(=O)c1c(C)[nH]c(C(=O)CSc2nnc(C)s2)c1C
  1	-21	2	-2	0	-3.2	3	0.98	-1
O=C(Nc1nc2ccccc2[nH]1)c1ccccc1O
  1	-5	-6	-3	-1	0.7	-6	1.1	-2
CCOC(=O)N1CCN(C(=O)CCCN2C(=O)CSc3nc(C)cc(C)c32)CC1
  1.1	-2	-2	-1	-3	1.3	9	1	-9
Cc1nc2ccc(N=NN(C)C)cc2[nH]1
  1	9	-10	2	0	0.8	-6	1.1	-2
CCOc1ccc(C2/C(=C(/O)c3ccc(S(=O)(=O)N4CCCCC4)cc3)C(=O)C(=O)N2CCCOC)cc1OC (configuration not stated)
  0.99	0	1	1	-4	-0.5	8	0.99	1
COc1ccc(N(C)C(=O)c2oc(=O)c3ccccc3c2-c2ccccc2)c(OC)c1
  1.1	-6	-5	4	-2	1.8	-5	1.1	-6

Further compounds
Second line of a record – mIAP activ	A3G deaminase	hIAP inh	beta cell repl	A3A deaminase	MPTP inh	ATG4B inhibitor	hIAP activ	mIAP inh
CC(C)C(NC(=O)CSCc1ccc([N+](=O)[O-])cc1)C(C)C
  0.92	-7	18	-1	-1	-0.7	5	0.82	8
CCc1cccc(NC(=O)CCCCCC2NC(=O)NC2C)c1 (configuration not stated)
  1	-14	-10	-1	-1	0.0	-2	1.1	-1
O=c1[nH]c(Cc2ccccn2)nc2scc(-c3ccccc3Cl)c12
  0.94	-5	-14	-3	-1	2.1	15	1.1	6
CC(C)C(=O)Nc1nnc(S(=O)(=O)N(C)c2ccc(Cl)cc2)s1
  1	-2	-5	-1	-1	0.3	13	1.1	-3
Cc1cccc(C)c1OCCCCN1CCNCC1
  0.89	-4	5	-4	-6	2.6	1	0.95	11
COc1ccc(OC)c(NC(=O)CSc2nnc(CNc3ccc(C)cc3C)o2)c1
  0.92	-1	15	1	4	1.3	-36	0.85	8
CCOC(=O)N1CCN(C(=O)CN2C(=O)NC(C)(c3ccc4ccccc4c3)C2=O)CC1 (configuration not stated)
  0.9	-8	6	-1	-2	-1.0	-5	0.94	10
COC(=O)c1ccc(NC(=O)c2cc3c(CO)cnc(C)c3oc2=Nc2cccc(C(N)=O)c2)cc1
  1.1	-5	4	3	-1	-0.1	5	0.96	-8
COc1ccc(C2=NN(CC(=O)NCc3ccco3)C(=O)CC2)cc1
  0.93	1	13	0	7	1.0	-6	0.87	7
CC(Sc1nnc(Nc2ccccc2)s1)C(=O)NC1CCCc2ccccc21 (configuration not stated)
  1.1	-3	-26	-1	-3	7.1	23	1.3	-12
Cc1ccc(-c2c(C(=O)NCc3ccc(F)cc3)oc(=O)c3ccccc23)cc1
  0.93	-2	-14	6	-2	2.7	33	1.1	7
